# PPC-1+TRAIL kill: kills PPC-1 cancer cells in the presence of TRAIL; PPC-1 cells + TRAIL, ATPLite viability luminescence; cell killing (% activity), % at 4 µM; actives 0.41% (n = 220,000); AID 1443;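 active = cell killing above 50% in the first pass at 4 µM, then a duplicate retest at 5 µM averaging 50% or more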;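 note: plate controls were cells with TRAIL plus DMSO for no effect and medium-only wells lacking cells for full effect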
# TbHK1 inh: T. brucei hexokinase 1 inhibition | recombinant TbHK1, G6PDH-coupled NADH A340 | inhibition, % at 10 µM | actives 0.11% (n = 220,000) | AID 1430;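 active = inhibition of 50% or more in the single-dose primary screen; inactive = inhibition below 50%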
# Ba/F3 V617F tox: lowers viability of Ba/F3 cells expressing EpoR and JAK2V617F | actives 1.1% (n = 220,000) | ATP luminescence | inhibition, % at 5.6 µM;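 active = inhibition above the campaign mean plus 3 SD over all tested compounds, cut at about 24% in these data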;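 note: cytokine-independent growth of Ba/F3 cells driven by EpoR plus mutant JAK2; 0% = DMSO-treated cells and 100% = JAK inhibitor I control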
# p97 ATPase inh: blocks human p97 ATPase activity; P55072; recombinant p97 ATPase, Kinase-Glo ATP luminescence, 3 h; inhibition, % at 8 µM; actives 0.42% (n = 220,000); in the data active = inhibition above about 15%;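 note: 0% = DMSO vehicle and 100% = wells lacking enzyme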
# Target sequence (P55072 whole entry, looked up): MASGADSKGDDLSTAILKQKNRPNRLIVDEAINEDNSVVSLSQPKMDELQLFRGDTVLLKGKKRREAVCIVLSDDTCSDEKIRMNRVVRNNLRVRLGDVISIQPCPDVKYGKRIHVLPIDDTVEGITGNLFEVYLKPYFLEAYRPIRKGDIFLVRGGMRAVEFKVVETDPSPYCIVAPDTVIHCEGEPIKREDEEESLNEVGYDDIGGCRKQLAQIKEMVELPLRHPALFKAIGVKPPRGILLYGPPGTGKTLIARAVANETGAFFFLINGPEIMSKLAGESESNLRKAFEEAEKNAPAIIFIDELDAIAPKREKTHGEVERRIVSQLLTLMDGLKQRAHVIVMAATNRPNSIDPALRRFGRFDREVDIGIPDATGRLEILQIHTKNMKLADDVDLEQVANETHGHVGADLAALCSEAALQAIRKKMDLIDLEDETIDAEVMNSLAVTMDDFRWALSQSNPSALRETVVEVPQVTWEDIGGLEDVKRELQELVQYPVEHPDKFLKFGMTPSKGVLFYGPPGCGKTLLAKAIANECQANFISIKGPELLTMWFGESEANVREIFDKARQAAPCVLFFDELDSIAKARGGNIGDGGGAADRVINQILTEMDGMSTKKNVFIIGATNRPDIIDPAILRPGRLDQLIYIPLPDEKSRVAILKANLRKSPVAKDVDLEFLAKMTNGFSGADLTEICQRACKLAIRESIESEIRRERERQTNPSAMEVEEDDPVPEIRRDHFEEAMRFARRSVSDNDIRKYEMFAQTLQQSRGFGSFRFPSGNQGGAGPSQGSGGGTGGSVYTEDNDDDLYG
# Furin inh: blocks human furin protease activity. purified furin, fluorogenic substrate cleavage. inhibition, % at 30 µM. actives 0.061% (n = 220,000); in the data active = inhibition above about 25%; note: inactives centre near -15
# RBBP9 inhibitor: inhibitors of human serine hydrolase RBBP9; O75884; recombinant RBBP9, FP-Rh probe fluorescence polarization; inhibition, % at 7.94 µM; actives 0.2% (n = 220,000); AID 1515;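 active = inhibition above the campaign mean of all tested compounds plus 3 SD, cut at about 14% in these data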;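 note: plate controls were DMSO wells with RBBP9 for no effect and wells lacking RBBP9 protein for full effect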
# Target sequence (O75884 whole entry, looked up): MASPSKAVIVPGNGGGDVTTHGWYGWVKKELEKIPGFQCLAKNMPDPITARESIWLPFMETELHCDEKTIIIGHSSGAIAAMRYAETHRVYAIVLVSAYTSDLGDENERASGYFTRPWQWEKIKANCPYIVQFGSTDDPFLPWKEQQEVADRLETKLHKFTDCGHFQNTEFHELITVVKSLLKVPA
#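 Test system: recombinant human RBBP9. Quantity: 2.5 µM RBBP9 dispensing solution, before mixing. Detection: FP readout at 525/598 nm. Reagent: Serine-hydrolase probe FP-Rh, 375 nM pre-mixing. Measure: % inhibition. Control set: DMSO-treated enzyme wells and wells lacking RBBP9. Buffer or medium: Tris-NaCl-Pluronic buffer, pH 8.0. Times: preincubation 30 min plus labeling 45 min at 25 °C.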
# BaF3 parental: reduces parental Ba/F3 cell viability, JAK2V617F counter-screen. CellTiter-Glo ATP luminescence. actives 1.1% (n = 220,000). AID 1486. inhibition, % at 5.6 µM;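 active = inhibition above a per-campaign cutoff, the mean inhibition of all tested compounds plus 3 SD, cut at about 27% in these data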;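 note: 0% = DMSO wells and 100% = JAK Inhibitor I control wells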
# NCF1 inh: blocks human p47phox regulatory protein of NADPH oxidases; inhibition, % at 24.7 µM; AID 1274; actives 0.53% (n = 220,000); p47phox/p22phox peptide binding, fluorescence polarization, 2 h; P14598;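 active = inhibition above about 30%, limit read from the data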;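 note: 0% = p47phox with labelled peptide and 100% = labelled peptide alone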
# EP2 antag: EP2 receptor (human) inhibition; P43116; inhibition, % at 25 µM; C6 glioma cells expressing human EP2, cAMP TR-FRET; cells stimulated with saturating PGE2; actives 0.52% (n = 260,000);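 active = percent inhibition above 40 after rounding to a whole number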;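 note: rat C6 glioma host cells with rolipram phosphodiesterase inhibitor present; the protocol text gives 20 µM as final concentration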
# * marks the source's active call; other numbers are inactive results; . = no result given; & = joins results of further samples; [ ] = dose if it differs, or a comment. These rows are one share of the data; count on the stated rates, not on these rows.
SMILES,PPC-1+TRAIL kill,TbHK1 inh,Ba/F3 V617F tox,p97 ATPase inh,Furin inh,RBBP9 inhibitor,BaF3 parental,NCF1 inh,EP2 antag
O=c1cc(CN2CCN(c3ccc(O)cc3)CC2)nc2scc(-c3ccccc3)n12,5,-4,4,-1,-17,-7,9,6,-1
O=C(Nc1ccncc1)c1ccc(F)cc1,4,-3,-5,-2,-17[20 µM],8,4,-2,15
COCc1c(C)cc(C)c(/C=N/O)c1C,11,-3,-2,1,-10,-11,3,-12,7
CCOC(=O)c1nn(-c2ccccc2)c(=O)cc1SC(C)C,1,-5,-1,3,-21[20 µM],-5,1,-12,6
O=C(CSc1nnc(NC(=O)c2ccco2)s1)Nc1ccc2c(c1)OCCO2,-5,-7,-1,0,-14,-1,4,-9,4
O=C(CSc1cn(Cc2ccccc2)c2ccccc12)N1CCOCC1,17,-1,-4,1,-20,-1,1,4,10
COc1ccc(-c2cnc(N)n2CC2CCCO2)cc1 (stereo not given),14,7,-2,6,-21,-4,3,-8,2
O=C(Cc1ccccc1)Nc1ccc(Br)c(Cl)c1,31,-2,-6,5,-17,-2,6,0,5
CCOC(=O)c1c(C#N)c(SCC(=O)Nc2ccc(OC)cc2)nc2c1CN(CC)CC2,-1,-9,-3,-1,-10[20 µM],-2,2,-15,1
CCc1ccc(N(C(=O)c2csnn2)C(C(=O)NC(C)(C)CC)c2cccnc2)cc1 (stereo not given),6,-2,-2,0,-14,-3,5,-6,8
O=C(Cn1nc(C(F)(F)F)cc1C1CC1)NCc1ccccc1F,7,-6,0,-1,-14,-4,2,-1,5
CCc1c(C)[nH]n(-c2ccc(Oc3ccccc3)c(S(=O)(=O)O)c2)c1=O,-5,20,-3,-4,-23,-9,3,-17,8

# Overlap with the part before: 2 entries, followed by the next part.
SMILES,PPC-1+TRAIL kill,TbHK1 inh,Ba/F3 V617F tox,p97 ATPase inh,Furin inh,RBBP9 inhibitor,BaF3 parental,NCF1 inh,EP2 antag
O=C(Cn1nc(C(F)(F)F)cc1C1CC1)NCc1ccccc1F,7,-6,0,-1,-14,-4,2,-1,5
CCc1c(C)[nH]n(-c2ccc(Oc3ccccc3)c(S(=O)(=O)O)c2)c1=O,-5,20,-3,-4,-23,-9,3,-17,8
O=C(CC(=O)Nc1nc(C23CC4CC(CC(C4)C2)C3)cs1)NCCO,13,-6,-1,4,-17,-1,-4,-14,7
C/C(=N\NC(=O)c1ccc(NS(=O)(=O)c2cccs2)cc1)c1ccc(O)cc1O,8,-58,-3,20*,-5,-6,0,-41,4
c1ccc(-c2csc3ncnc(NCC4COc5ccccc5O4)c23)cc1 (stereo not given),2,7,72*,-5,-8,-11,71*,-44,12
CC(C(=O)N1CCOCC1)N1c2cccc3cccc(c23)S1(=O)=O (stereo not given),13,-12,3,-2,-6[20 µM],-8,7,-1,3
CCOC(=O)c1c(C)[nH]c(C)c1C(=O)CSc1nc2ccccc2n1CCOC,-5,-1,3,-6,-11,-7,1,-2,2
CNC(=S)Nc1cccc(C(=O)O)c1,-6,-1,7,1,-19,3,11,1,4
OCC(O)C(O)C(O)C(O)C1NCCS1 (stereo not given),21,-7,-2,4,-14[20 µM],-3,3,-2,20
COc1ccc(C(C)=O)cc1CSc1nnc(Nc2ccccc2)s1,3,23,2,2,-3,-7,10,-15,11
CN1CCCCC1CCN1c2ccccc2Sc2ccc(S(C)=O)cc21 (stereo not given),10,.,-4,2,.,-3,-4,-11,18
COc1ccc(OCC(O)CNC(=O)Nc2cc(C)cc(C)c2)cc1 (stereo not given),13,2,-2,5,-14,-8,1,-4,16
Cc1c(-n2cc(C(=O)c3cc(Br)ccc3O)cc(C#N)c2=O)c(=O)n(-c2ccccc2)n1C,-2,-20,-1,0,1[20 µM],-7,2,-38,10
COc1ccc(-c2nnc(SCC(=O)NNC(=O)c3ccc(C)cc3)o2)cc1,-25,0,-1,2,-28,-4,5,-1,15
COc1ccc(OC(C)C(=O)Nc2ccccc2C(F)(F)F)cc1 (stereo not given),14,-1,-2,2,-21,0,7,-25,9
COCCn1c(C)nnc1SCC(=O)Nc1ccccc1[N+](=O)[O-],4,2,3,-1,-14,3,12,-5,10
O=C(NCc1ccco1)[C@@H]1CCCN1C(=O)c1cccs1,-4,-6,-5,4,-14[20 µM],-6,0,-13,.
O=C(O)CNC1=NCCCCC1,-10,2,0,-1,-27,5,3,-8,-4
O=[N+]([O-])c1nn(-c2ccccc2)[n+]([O-])c1N1CCN(c2ccccc2F)CC1,.,-3,1,-1,-15,-8,3,4,7
O=C1c2ccccc2C(=O)N1c1ncn[nH]1,-1,-5,0,2,-30,0,-2,0,7
CCOC(=O)CN1C(=O)C(Sc2nnc(-c3ccccc3OC)s2)CCc2ccccc21 (stereo not given),.,1,-1,4,-4[20 µM],-6,12,.,.
Cc1ccc2nc(-c3ccc(NC(=O)CSc4nc(N)cc(=O)[nH]4)cc3)sc2c1,-8,-57,-2,0,-34,-32,1,-27,6
CC#CCN1c2ccccc2[C@]23C[C@@H](C(=O)OC)N=C2NC(C(=O)OC)=C(C(=O)OC)[C@H]13,1,-19,.,.,-1,.,.,3,13
O=C(NCCc1ccccn1)C1CC(=O)N(Cc2ccccc2Cl)C1 (stereo not given),-16,-4,-5,0,-18,3,-1,-4,6
CCn1c(Cc2ccc(OC)cc2)nnc1SCC(=O)Nc1cccc(C(=O)OC)c1,32,0,-3,2,5[20 µM],-5,0,4,6
O=C(Nc1ccc2nn(-c3ccccc3)nc2c1)c1ccc2c(c1)OCCO2,-16,-11,-1,-1,-27,-15,0,-9,17
Cc1ccc(C)c(Cn2c(CO)nc3ccccc32)c1,20,1,3,-1,-27[20 µM],4,5,-15,10
Cc1ccc(SCCC(=O)OC(C(=O)NC(N)=O)C(C)C)cc1 (stereo not given),17,3,7,2,-16,3,7,0,4
CCOC(=O)c1c(N)sc(=S)c2c1CCC2,12,3,3,0,4,-5,6,-7,61*
O=C(CCCN1C(=O)CSc2ncccc21)N1CCN(c2cccc(C(F)(F)F)c2)CC1,20,0,3,2,-22,-1,7,-23,3
O=C(ONC1=NCCCCC1)c1cccc([N+](=O)[O-])c1,3,-2,-3,3,13,-7,2,15,5
COc1ccc(N2CCN(CC(=O)Nc3sccc3C#N)CC2)cc1,4,-5,-3,1,-6,3,3,10,5
Cc1cnn(Cc2ccccc2)c1N,2,-3,1,-2,-20,-3,2,-6,14&9
Fc1ccc(C(c2nnnn2C2CCCC2)N2CCN(Cc3ccccc3)CC2)cc1 (stereo not given),7,1,2,-4,-17,-3,8,-2,18
COc1ccc(NC(=O)Nc2ccccc2C)c(OC)c1,4,0,-5,4,-25,-2,-2,-11,14
COc1ccc(NC(=O)CSc2nnc3n2CCCCC3)cc1,0,-2,-1,1,-29,5,3,.,4
COC(=O)C1C(=O)C2=C(CC1C)NC(=O)CC2c1cccc(C)c1 (stereo not given),17,5,-2,3,-20,-1,5,-13,10
O=C(c1cnn2c(C(F)F)cc(C3CC3)nc12)N1CCCC1,5,-10,5,2,-29[20 µM],-3,2,-5,7

# Pulled by structure from the list above, two records:
SMILES,PPC-1+TRAIL kill,TbHK1 inh,Ba/F3 V617F tox,p97 ATPase inh,Furin inh,RBBP9 inhibitor,BaF3 parental,NCF1 inh,EP2 antag
COCc1c(C)cc(C)c(/C=N/O)c1C,11,-3,-2,1,-10,-11,3,-12,7
C/C(=N\NC(=O)c1ccc(NS(=O)(=O)c2cccs2)cc1)c1ccc(O)cc1O,8,-58,-3,20*,-5,-6,0,-41,4

# For reference, part of the list above.
SMILES,PPC-1+TRAIL kill,TbHK1 inh,Ba/F3 V617F tox,p97 ATPase inh,Furin inh,RBBP9 inhibitor,BaF3 parental,NCF1 inh,EP2 antag
O=C(CCCN1C(=O)CSc2ncccc21)N1CCN(c2cccc(C(F)(F)F)c2)CC1,20,0,3,2,-22,-1,7,-23,3
O=C(ONC1=NCCCCC1)c1cccc([N+](=O)[O-])c1,3,-2,-3,3,13,-7,2,15,5
COc1ccc(N2CCN(CC(=O)Nc3sccc3C#N)CC2)cc1,4,-5,-3,1,-6,3,3,10,5
Cc1cnn(Cc2ccccc2)c1N,2,-3,1,-2,-20,-3,2,-6,14&9

# (next part)
SMILES,PPC-1+TRAIL kill,TbHK1 inh,Ba/F3 V617F tox,p97 ATPase inh,Furin inh,RBBP9 inhibitor,BaF3 parental,NCF1 inh,EP2 antag
CC(C)NC(=O)c1cc(-c2ccco2)nn1-c1ccc(Cl)cc1,10,7,2,-2,-7[20 µM],-15,8,.,6
CC1CC(C)(C)CC2(C1)NC(=O)N(CC(=O)NC1CCCc3ccccc31)C2=O (stereo not given),1,0,3,-5,-1,-10,7,-3,8
Cn1cc2ccc(N)cc2n1,-10,2,0,5,-28,3,7,-5,4
COc1ccc(CNCCC(c2ccccc2)C2CCOC(C)(C)C2)cc1 (stereo not given),15,-4,0,0,-13,3,3,-7,5
CCOC(=O)c1c2c([nH]c(=S)c1C#N)CCCC2,8,-4,-2,5,-14,-6,-3,-8,1
CCOc1cc(C)c(Cl)cc1S(=O)(=O)N1CCCC1,-13,-1,1,-4,-7[20 µM],-6,1,8,17
O=C(CSc1nnc(-c2cccnc2)n1Cc1ccccc1)N1CCOCC1,23,-4,0,-5,-10,-11,2,-8,3
Cc1cc(C)cc(NC(=O)N(CCC#N)Cc2cccs2)c1,16,-4,-3,2,-8,-8,2,-12,9
Cn1c(=O)c2c(ncn2CC(=O)Nc2nnc(Cc3ccccc3)s2)n(C)c1=O,0,4,-1,-2,-6[20 µM],2,1,-11,9
Cc1ccc2c(c1)C(c1ccncc1)=NNC(c1ccc(C(C)C)cc1)=N2,17,-11,-4,3,-19,-8,-1,2,5
C/C(=N\NC(=O)CC(C)C)c1ccc(Cl)c(Cl)c1,9,-5,-2,1,-10[20 µM],11,0,-10,22
CC1C(=O)Nc2ccccc2N1C(=O)c1ccccc1 (stereo not given),20,-1,-5,6,-23,0,2,-4,17

# Assay outcomes from PubChem BioAssay.
